ADAM10 inh: ADAM10 inhibition, QFRET primary screen. O14672. recombinant ADAM10, EDANS/DABCYL FRET peptide cleavage, 3 h. inhibition, % at 7 µM. 0.62% of 370,000 active. AID 720582;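 active = inhibition above a per-campaign cutoff equal to the mean of compounds falling between control-based bounds plus 3 SD, cut at about 20% in these data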;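 note: 0% = DMSO wells while the 100% control is not disclosed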
DAX1 inh-1: DAX1 (NR0B1) inhibition, primary screen. HEK293T StAR-luciferase reporter, SF-1/DAX-1 repression relief. 1.1% of 370,000 active. AID 652010. inhibition, % at 6.8 µM;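 active = inhibition above the mean over all tested compounds plus 3 SD, cut at about 3.6% in these data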;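 note: 0% = DAX-1 cells with DMSO and 100% = cells lacking DAX-1 with DMSO; higher inhibition means more luminescence from relief of DAX-1 repression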
ADAM17 inh: inhibits human ADAM17; recombinant ADAM17, EDANS/DABCYL FRET peptide cleavage; P78536; inhibition, % at 6.95 µM; 0.83% of 370,000 active; AID 720648;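 active = inhibition above the mean of compounds lying between control limits plus 3 SD, set per campaign, cut at about 8.5% in these data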;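 note: 0% = DMSO-only wells as the low control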
Target sequence (P78536 215-824 limits assumed): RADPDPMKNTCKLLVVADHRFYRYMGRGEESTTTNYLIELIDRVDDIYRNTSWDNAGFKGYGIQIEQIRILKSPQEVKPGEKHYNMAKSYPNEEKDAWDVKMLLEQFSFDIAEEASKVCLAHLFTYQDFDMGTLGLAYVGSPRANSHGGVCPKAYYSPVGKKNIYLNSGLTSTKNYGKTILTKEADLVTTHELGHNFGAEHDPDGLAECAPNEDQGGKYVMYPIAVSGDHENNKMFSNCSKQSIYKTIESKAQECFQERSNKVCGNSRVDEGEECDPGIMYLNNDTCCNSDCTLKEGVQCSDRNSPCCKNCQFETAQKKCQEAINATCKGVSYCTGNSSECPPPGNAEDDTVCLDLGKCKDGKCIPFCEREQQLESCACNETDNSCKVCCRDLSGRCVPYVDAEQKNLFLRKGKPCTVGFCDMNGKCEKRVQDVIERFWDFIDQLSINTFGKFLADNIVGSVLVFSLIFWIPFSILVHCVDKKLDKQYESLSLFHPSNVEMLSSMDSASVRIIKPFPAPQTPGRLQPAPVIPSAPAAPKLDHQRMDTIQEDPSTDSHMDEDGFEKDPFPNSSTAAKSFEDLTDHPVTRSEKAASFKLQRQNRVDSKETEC
DAX1 inh-2: inhibitors of human orphan nuclear receptor DAX1 (NR0B1) | P51843 | HEK293 Gal4-DAX1 luciferase reporter, luminescence | inhibition, % at 6.75 µM | 0.99% of 340,000 active | AID 504766;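 active = inhibition above the mean over all tested compounds plus 3 SD, cut at about 4.2% in these data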;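 note: 0% = DAX1-transfected cells with DMSO and 100% = empty-vector control cells with DMSO; inhibition shows as a rise in luminescence from relieved DAX1 repression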
Target sequence (P51843 207-470 limits assumed): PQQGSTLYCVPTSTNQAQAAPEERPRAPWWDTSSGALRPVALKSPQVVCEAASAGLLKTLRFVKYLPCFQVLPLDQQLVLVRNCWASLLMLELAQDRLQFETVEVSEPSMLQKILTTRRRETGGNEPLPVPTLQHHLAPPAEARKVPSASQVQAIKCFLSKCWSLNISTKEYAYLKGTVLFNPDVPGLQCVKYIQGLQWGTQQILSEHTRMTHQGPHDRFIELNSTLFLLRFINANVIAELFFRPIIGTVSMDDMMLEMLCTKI
ssDAF12 agonist: S. stercoralis DAF-12 activation, primary screen; HEK293 ssDAF-12/GRIP1 lit1-tk-luc reporter, luminescence; % of 3 µM dafachronic acid response; activation, % at 6.8 µM; 1% of 370,000 active;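 active = activation above the mean over all tested compounds plus 3 SD, cut at about 0.9% in these data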;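 note: 0% = DMSO-only wells and 100% = 3 µM delta7-dafachronic acid wells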
PLC-beta3 inh: PLC-beta3 (human) inhibition, primary screen; Q01970; Purified PLC-beta3, fluorogenic substrate, fluorescence; inhibition, % at 12.2 µM; 0.18% of 370,000 active; in the data active = inhibition above about 11%;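 note: 0% = median of compound wells on plate and 100% = full blocker control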
hcDAF-12 act: H. contortus DAF-12 activation, primary screen. 1.4% of 370,000 active. AID 652067. HEK293 hcDAF-12 lit1-tk-luc reporter, luminescence; 0% DMSO, 100% Δ7-dafachronic acid. activation, % at 6.8 µM;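 active = activation above the mean of all tested compounds plus 3 SD, cut at about 5.5% in these data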;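 note: 100% = response to 3 µM Δ7-dafachronic acid high control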
PLCg1 inh: inhibitors of human phospholipase C gamma1; P19174; purified PLC-gamma1, fluorogenic substrate, fluorescence; inhibition, % at 12.2 µM; 0.84% of 370,000 active; in the data active = inhibition above about 9.5%
GAA850 FXN act: increases GAA850 frataxin promoter reporter activity. HEK293 lucGAA850 FXN promoter luciferase reporter, 24 h; percent of 10 µM SAHA response. activation, % at 6 µM. 0.56% of 360,000 active. AID 540364;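 active = activation above the average of all compounds screened plus 3 SD, cutoff fixed separately per campaign, cut at about 7.5% in these data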;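 note: 0% = DMSO wells and 100% = 10 µM SAHA wells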
sPLA2-III inh: Blocks human group III sPLA2 activity; 0.56% of 370,000 active; QFRET BODIPY PC-A2 liposome hydrolysis, fluorescence; Q9NZ20; AID 743126; inhibition, % at 12.2 µM;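 active = inhibition above mean plus 3 SD of compounds lying within the high and low control bounds, cut at about 19% in these data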;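 note: 0% = median of test compound wells and 100% = no enzyme DMSO wells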
hgDAF-12 ag: agonists of H. glycines DAF-12 nuclear receptor; 1.8% of 370,000 active; activation, % at 6.8 µM; AID 687014; HEK293 GAL4-hgDAF12 UAS-luciferase reporter, agonist luminescence; normalized to butyrate control;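 active = activation above a cutoff set at the mean of all screened compounds plus 3 SD, cut at about 10% in these data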;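 note: 0% = DMSO wells and 100% = sodium butyrate wells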
The depositor's hits bear a star; . = not tested or not shown.

| mol | ADAM17 inh | DAX1 inh-2 | PLC-beta3 inh | ssDAF12 agonist | GAA850 FXN act | hgDAF-12 ag | hcDAF-12 act | ADAM10 inh | PLCg1 inh | sPLA2-III inh | DAX1 inh-1 |
| --- | --- | --- | --- | --- | --- | --- | --- | --- | --- | --- | --- |
| CC(=O)c1ccc(NC(=O)Cn2cnc(S(=O)(=O)N3CCC(C)CC3)c2)cc1 | -2.0 | -0.4 | -4.9 | -0.6 | -0.7 | 1.4 | -0.7 | -3.0 | 0.5 | -4.0 | -0.5 |
| N#Cc1ccccc1Sc1ccccc1C(=O)NCC(c1ccco1)N1CCCCC1 (centres undefined) | -3.0 | -0.6 | -1.4 | -0.6 | -0.8 | -1.8 | -1.0 | -7.5 | 2.0 | -0.7 | -1.0 |
| Cc1ccc(C)c(NC(=O)c2cc(-c3ccccc3O)n[nH]2)c1 | -4.2 | -0.8 | -5.7 | -0.1 | 3.1 | 8.1 | -0.3 | 11.3 | -0.2 | -27.1 | 0.8 |
| CCC(C)N(C(=O)COC(=O)C1CCN(S(=O)(=O)c2ccc(C)c(C)c2)CC1)C1CCS(=O)(=O)C1 (centres undefined) | -3.4 | 0.1 | 3.8 | -1.3 | 3.8 | -1.6 | -0.9 | -0.7 | -3.1 | -4.2 | -0.2 |
| Cc1ccc2cc(C3CC(c4cccs4)=NN3S(C)(=O)=O)c(Cl)nc2c1 (centres undefined) | 0.6 | -2.7 | -7.1 | -1.1 | 0.5 | 0.8 | -3.3 | 5.0 | 0.3 | -9.3 | -0.3 |
| COc1ccc(NC(=O)CN(C)C(=O)c2cccc(S(=O)(=O)Nc3ccc(F)cc3)c2)cc1 | -0.1 | -0.3 | 1.1 | -1.1 | -0.5 | -2.9 | 1.3 | 2.8 | 2.3 | -13.3 | -1.4 |
| Cc1nn2c(-c3ccc(S(=O)(=O)N4CCN(CCO)CC4)o3)nnc2c2ccccc12 | -32.9 | -0.3 | -124.9 | -0.8 | 0.6 | 0.1 | 1.1 | -119.8 | -78.2 | 2.2 | -1.9 |
| CC(C)c1ccc(S(=O)(=O)N2CCN(C(=O)C3CCCCC3)CC2)cc1 | 1.6 | -0.2 | 0.5 | -1.8 | -1.5 | -3.8 | 5.8* | 1.4 | 3.8 | -5.6 | -1.8 |
| CCn1nccc1C(=O)NC1=C(C#N)CCC1 | -2.1 | 1.6 | 2.2 | -1.5 | 0.3 | 1.7 | -0.6 | 0.1 | -2.2 | 1.3 | 0.1 |
| CCOC(=O)[C@]12CCCC=C1N(Cc1ccc(OC)cc1)C(=O)[C@@H]2CC(=O)NCCCCc1ccccc1 | 4.2 | . | 0.9 | -1.6 | . | -1.6 | -4.2 | 9.5 | 1.5 | -14.2 | -1.3 |
| COCCOC(=O)C1=C(N)OC2=C(C(=O)CC(C)(C)C2)C1c1ccncc1 (centres undefined) | -8.2 | 5.3* | -7.9 | -1.6 | 0.9 | -1.2 | -1.2 | 0.6 | 0.2 | 3.8 | 0.0 |
| O=S(=O)(c1cccc2cccnc12)N1CCOCC1 | -3.9 | -1.4 | 1.1 | -0.5 | 0.5 | 0.4 | -2.2 | -0.7 | 2.0 | -6.9 | -0.1 |
| COc1ccc([N+](=O)[O-])c(S(=O)(=O)c2ccccc2)n1 | -1.8 | . | -2.5 | -2.2 | -12.0 | -7.9 | -2.8 | 17.8 | 1.6 | 1.2 | -1.9 |
| O=C(Nc1ccc(N2CCOCC2)cc1)Nc1ccc2nc(-c3ccco3)c(-c3ccco3)nc2c1 | 0.5 | -2.1 | -82.4 | -2.0 | -1.0 | -7.5 | -3.2 | 1.8 | -56.4 | -32.3 | -1.1 |
| Cc1ccc(OCC(=O)c2cc(C)n(C)c2C)c([N+](=O)[O-])n1 | -2.2 | -0.5 | -30.6 | -1.6 | -1.7 | -2.2 | -2.0 | 0.0 | -0.8 | 4.4 | -0.8 |
| Cc1[nH]ccc(=O)c1OCC(=O)O | -2.1 | 0.5 | -8.6 | 0.2 | 0.3 | -0.2 | 1.0 | -2.8 | 0.1 | 6.3 | 0.4 |
| CC(C)C[C@H]1COc2cc(N3CCCC3)ccc2S(=O)(=O)N1 | -4.1 | . | -0.5 | -1.6 | . | -1.7 | -1.5 | -7.2 | -0.1 | 2.7 | -0.9 |
| Cc1c(CN(C)C(=O)CSc2nc(-c3ccco3)cc(C(F)(F)F)n2)cnn1C | 1.3 | -1.3 | 0.6 | -1.3 | 0.4 | -4.2 | -2.8 | -0.1 | -3.0 | -5.6 | 0.0 |
| Cc1ccc(-n2cc(CNCC3CC(=O)N(C4CC4)C3)c(-c3cccc(C)c3)n2)cc1 (centres undefined) | 4.3 | -0.3 | -0.3 | -2.0 | -1.4 | -2.5 | -2.8 | 6.5 | 4.5 | -13.2 | 0.3 |
| COc1ccccc1OCCn1cc(C#N)c2ccccc21 | -2.2 | 1.0 | -0.9 | -1.1 | 0.4 | -1.5 | -2.7 | -1.4 | 0.1 | -17.5 | -0.6 |
| O=C(CCCO)N/N=C/c1cc(Br)ccc1O | -23.0 | 0.2 | -100.1 | -1.9 | -0.4 | 0.5 | -1.5 | -89.2 | -82.4 | 4.9 | -0.6 |
| O=C(Cc1ccc(Cl)cc1)OCC(=O)N1CCCCCC1 | -0.2 | 0.3 | -2.1 | -1.2 | -0.7 | 2.6 | 0.8 | 4.7 | -1.4 | -1.1 | 0.3 |
| O=C(N/N=C/c1cccc(C(F)(F)F)c1)C1CCN(c2ncc(C(F)(F)F)cc2Cl)CC1 | -3.4 | 1.2 | -2.0 | -1.3 | -0.9 | -1.8 | -0.5 | -1.6 | 2.6 | 3.8 | -0.3 |
| CCOc1ccc(S(=O)(=O)Nc2nc3cc(OC)ccc3s2)cc1 | -3.7 | 0.8 | -5.1 | -0.3 | -1.3 | 1.1 | 0.5 | -0.6 | 2.2 | -20.1 | 0.3 |
| CCCn1c(SCc2nc(N)nc(N3CCCCC3)n2)nc2c1c(=O)n(C)c(=O)n2C | -1.1 | -0.4 | -5.4 | -1.9 | 3.8 | -4.8 | -0.5 | -5.1 | -3.8 | -3.9 | 0.8 |
| Cc1ccc(S(=O)(=O)C2C(=O)NC3(C)CC2c2ccccc2O3)cc1 (centres undefined) | 0.8 | 0.8 | 1.7 | -0.8 | 3.4 | -1.6 | 1.6 | -3.3 | -1.7 | -0.3 | -0.6 |
| c1ccc(C2Nc3ccccc3C3OCCCC23)cc1 (centres undefined) | -4.8 | 1.2 | -5.0 | -1.1 | -1.1 | 0.6 | 0.4 | 0.5 | -0.3 | 4.9 | -0.8 |
| C=CCc1c(C)nc(C)nc1N/N=C/c1ccc(N(C)C)cc1 | -25.6 | 0.2 | -330.9 | -0.9 | 1.2 | 0.8 | -2.5 | -119.3 | -264.9 | 10.8 | -0.9 |
| O=C(Nc1cccc2c1C(=O)NC2=O)c1ccc(N2C(=O)CCC2=O)cc1 | -15.2 | 2.6 | -15.1 | -1.7 | 1.2 | 1.2 | 0.3 | -46.3 | -13.8 | -3.4 | -0.1 |
| CN(Cc1ccccc1)C(=O)c1ccc(NC(=O)Cc2ccc(NC(=O)C3CCN(S(=O)(=O)c4cccc([N+](=O)[O-])c4)CC3)cc2)cc1 | 1.9 | -1.8 | -3.4 | -1.5 | -0.2 | -6.1 | -0.4 | 0.9 | 2.4 | -18.9 | -6.0 |
| Cc1cc(C)cc(N(CC(=O)Nc2ccc(C(F)(F)F)cc2)S(=O)(=O)c2c(C)[nH]c(=O)[nH]c2=O)c1 | 2.9 | 0.4 | -9.2 | -0.6 | 2.9 | 0.8 | -0.7 | 17.7 | -1.8 | -40.0 | 0.2 |
| O=C(CSc1nnc(-c2ccncc2)n1Cc1ccccc1)NCCc1ccccc1 | -3.6 | -0.7 | -2.5 | -1.0 | 0.4 | 1.8 | -2.0 | -4.2 | 1.4 | -3.9 | -0.2 |
| CC(NC(=O)Nc1nnc(C(F)(F)F)s1)(C(F)(F)F)C(F)(F)F | -0.5 | -4.8 | -0.1 | -2.3 | -11.5 | -9.4 | -4.7 | -2.2 | -2.3 | -4.7 | -2.6 |
| COc1ccc(Cc2nnc(NC(=O)C(C)C)s2)cc1 | -4.4 | 2.8 | -6.9 | -1.3 | 2.1 | -1.5 | -0.5 | 1.8 | -0.9 | 7.5 | -0.2 |
| CCCCn1c(N)c(N(CCOC)C(=O)COc2ccc(C(C)=O)cc2)c(=O)[nH]c1=O | -3.1 | 0.7 | -6.2 | -0.8 | 1.2 | 1.7 | -1.4 | -3.5 | -1.8 | -1.6 | -1.0 |
| O=S1(=O)CC(N2CCN(CCO)CC2)CN1CCc1ccccc1 (centres undefined) | -1.8 | . | 0.0 | -1.5 | . | 2.6 | 0.7 | -15.4 | -1.7 | 12.9 | 0.8 |
| CCCc1ccc2c(C)cccc2n1 | -2.0 | . | 4.2 | 0.5 | . | 4.0 | -0.5 | -5.6 | 1.8 | -0.7 | 0.1 |
| COc1cc(O)cc(O)c1C(=O)/C=C/c1ccccc1 | 4.8 | -3.4 | -1.8 | -1.5 | 3.0 | -5.2 | -1.9 | -14.3 | 4.1 | -23.1 | -2.5 |
| CC(CNC(=O)[C@@H](Cc1ccccc1)NC(=O)CC[C@H]1O[C@@H](n2ccc(=O)[nH]c2=O)[C@H](O)[C@@H]1O)c1ccccc1 (some centres undefined) | -5.1 | . | -0.7 | -0.6 | . | -1.7 | -0.6 | -11.0 | 0.6 | 13.2 | -0.3 |
| CO/N=C/c1ccc(N2CCN(C(=O)c3ccc(Cl)cc3Cl)CC2)c([N+](=O)[O-])c1 | 6.8 | -0.9 | 1.6 | -2.5 | -1.3 | -5.2 | -4.2 | 20.0* | 7.7 | -12.5 | -2.4 |
| O=C(CCN1CCOCC1)N1CCCC(Nc2ccc(F)cc2)C1 (centres undefined) | -2.9 | 0.9 | -6.3 | -1.1 | 2.5 | 0.4 | -0.3 | -5.3 | 0.2 | 0.0 | 0.1 |
| CCOc1ccc(CCNC(=O)CS(=O)Cc2nc(-c3ccccc3C)oc2C)cc1OCC (centres undefined) | -0.2 | 0.0 | -9.2 | -0.9 | 1.7 | -1.3 | -2.4 | 12.6 | -5.1 | -8.2 | -0.7 |
| CCNC(=O)NC(=O)C(C)OC(=O)CCCc1nc2ccccc2s1 (centres undefined) | -1.4 | -1.1 | -2.6 | -1.4 | -1.9 | 0.1 | -1.9 | 0.9 | 1.7 | -3.2 | -0.5 |
| Cc1ccc(S(=O)(=O)NNC(=O)Nc2cccc(F)c2)c(C)c1 | -0.9 | 0.6 | -7.4 | -1.2 | 1.6 | 0.0 | -1.1 | -9.7 | 1.6 | -0.4 | 2.0 |
| Cc1oc2cc3oc(=O)c(CCC(=O)NCc4ccccn4)c(C)c3cc2c1C | -40.9 | 0.0 | -160.2 | -1.5 | 0.8 | 2.0 | 1.1 | -177.7 | -112.8 | 4.7 | 0.1 |
